EPAC2 ag = activates human EPAC2 exchange factor; Q8WZA2; EPAC2 activation, biochemical qHTS; response scale: 100% = 6.5 mM cAMP response; Potency, µM (highest dose often 154 µM), without a hit: top-dose activation, usual class: activators; 360,000 tested, 0.079% active; also: nearly all actives have a fitted effect of over 50% in size
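EPAC2 (100 nM) mixed with Rap1B loaded with BODIPY-GDP (250 nM) plus 50 uM unlabeled GDP; compounds pinned in, 5 min RT, then read every 5 min for 30 min (ex 480, em 540 nm). Normalized to cAMP control.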
PTHR1 ag = PTHR1 (human) receptor agonism. Q03431. HEK293 GP2 PTHR1 cells, GloSensor cAMP luminescence, 1 h. Potency, µM (highest dose often 115 µM), without a hit: at the top dose activation, hits mostly activators. 410,000 tested, 0.075% active; also: nearly all actives have a fitted effect of over 55% in size; some results filed as inactive show a strong effect at the top dose; inactives centre near -15; many of its hits are not listed in these tables
Target sequence (Q03431 whole entry, looked up): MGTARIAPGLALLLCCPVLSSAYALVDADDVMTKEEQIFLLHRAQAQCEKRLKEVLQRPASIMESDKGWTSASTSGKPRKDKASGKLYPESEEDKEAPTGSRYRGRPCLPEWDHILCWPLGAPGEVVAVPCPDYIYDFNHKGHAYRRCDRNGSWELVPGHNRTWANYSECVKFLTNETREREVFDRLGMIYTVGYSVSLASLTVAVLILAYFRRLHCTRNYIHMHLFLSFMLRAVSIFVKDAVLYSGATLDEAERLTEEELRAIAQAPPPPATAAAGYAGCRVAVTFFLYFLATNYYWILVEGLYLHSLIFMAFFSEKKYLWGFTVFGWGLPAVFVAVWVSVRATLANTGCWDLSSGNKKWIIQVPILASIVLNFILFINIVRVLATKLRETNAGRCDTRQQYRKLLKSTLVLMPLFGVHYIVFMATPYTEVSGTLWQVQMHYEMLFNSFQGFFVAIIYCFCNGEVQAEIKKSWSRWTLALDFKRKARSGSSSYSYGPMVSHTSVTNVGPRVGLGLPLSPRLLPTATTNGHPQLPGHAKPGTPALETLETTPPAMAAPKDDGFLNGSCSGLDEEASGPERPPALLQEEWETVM
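HEK-293-derived GP2 cells expressing PTHR1 and a GloSensor cAMP reporter, 3,000/well, plated overnight, given luciferin plus IBMX (each 0.5 mM as added) for 1 h at 37 °C, then compound for 1 h at 37 °C. Luminescence was read after 15 min at room temperature.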
EPAC1 antag = blocks human EPAC1 exchange factor; EPAC1 GEF assay, Rap1b-BODIPY-GDP exchange fluorescence; Potency, µM (titrated, usually from 115 µM), inactives show at the top dose activity change, negative = inhibition, usual class: inhibitors; 360,000 tested, 0.14% active;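 also: plate controls were vehicle for no effect and positive control for full effect; nearly all actives have a fitted effect of over 50% in size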
EPAC2 antagonist = blocks human EPAC2 exchange factor. Q8WZA2. EPAC2 GEF exchange of Rap1B-BODIPY-GDP, fluorescence. 360,000 tested, 0.18% active. AID 720708. Potency, µM (doses to about 114 µM), for the others: at the top dose activity, negative = inhibition, hits mostly inhibitors; also: % is scaled to controls: 0 for no effect and ±100 for the full control effect; nearly all actives have a fitted effect of over 45% in size; many of its hits are not listed in these tables
EPAC1 ag = agonists of human EPAC1; EPAC1 agonist qHTS, biochemical assay; response scale: 100% = response to 6.5 mM cAMP; Potency, µM (highest dose often 154 µM), for the others: at the top dose activation, most hits filed as activators; AID 720707; 360,000 tested, 0.073% active; also: nearly all actives have a fitted effect of over 60% in size
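Fluorescent GDP-exchange assay: 100 nM EPAC1 with 250 nM Rap1B preloaded with BODIPY-GDP and 50 uM GDP; compounds tested as concentration series, 5 min at room temperature, then read every 5 min for 30 min (ex 480/em 540 nm); normalized to 6.5 mM cAMP.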
aSyn rescue = alpha-synuclein toxicity inhibition in yeast. 370,000 tested, 0.14% active. Potency, µM (series often up to 46.1 µM), inactives show at the highest dose growth rescue (activation), hits mostly activators. Yeast expressing alpha-synuclein, growth rescue, BacTiter-Glo, 24 h. AID 652106; also: % of control where 0% means no effect; nearly all actives have a fitted effect of over 65% in size
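Galactose-induced alpha-syn yeast (OD600=0.02, raffinose-pregrown) + pinned cpd, 24 hr, 30 deg C; growth by BacTiter-Glo luminescence. Growth restoration scores as activation.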
FUS yeast rescue = rescues growth of FUS-expressing yeast; S. cerevisiae FUS-expressing, growth rescue, OD600, 24 h; Potency, µM (titrated, usually from 76.6 µM), for the others: top-dose growth rescue (activation), usual class: activators; 390,000 tested, 0.24% active;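 also: plate controls were DMSO vehicle for no effect and reference control for full effect; nearly all actives have a fitted effect of over 55% in size; some results filed as inactive show a strong effect at the top dose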
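Galactose (2%) drives FUS expression in yeast precultured in raffinose; seeding density OD 0.005. Test compounds incubated 24hr at 30C and 99% humidity before absorbance at 600 nm was measured.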
TDP43 rescue = TDP-43 toxicity inhibition in yeast. 410,000 tested, 1.8% active. AID 652104. Potency, µM (titrated, usually from 46.1 µM), without a hit: top-dose growth rescue (activation), hits mostly activators. TDP-43 expressing yeast growth rescue, BacTiter-Glo, 24 h; also: % of control where 0% means no effect; nearly all actives have a fitted effect of over 50% in size
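Galactose-induced TDP-43 yeast, OD600=0.02, compound pinned; 24 hr, 30 deg C; BacTiter-Glo luminescence for growth. Inhibitors of TDP-43 toxicity read as activators.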
* marks the source's active call; other numbers are inactive results; i = inactive; ? = inconclusive; . = no result given; & = joins results of further samples; [ ] = dose if it differs, or a comment. Calls follow the shape of the dose curve; as a rule, active = well fitted curve in the direction sought with a large enough effect; inconclusive = small, poorly fitted or top-dose-only effect, or another doubt; inactive = no such curve, though single readings can be large; an effect the other way counts as inactive or inconclusive. Potency is read from the fitted curve at half-maximal effect. The list is partial; the hit share may differ from the screen's.

#1 CCOc1ccccc1N1CCN(C(=O)[C@@H]2CCCN2C2=NS(=O)(=O)c3ccccc32)CC1
#2 CCOC(=O)[C@@H]1[C@H]2COc3ccc(Br)cc3[C@H]2N2C(=O)N(c3ccc(C)cc3)C(=O)[C@]12C
#3 O=C(/C=C/c1ccc(Cl)c([N+](=O)[O-])c1)Nc1ccc(N2CCCC2)c(Cl)c1
#4 Cc1cccc(CS(=O)(=O)Cc2ccc(C(=O)NCCc3ccccc3)o2)c1
#5 COc1ccc(/C=N/OCC(=O)Nc2nc3ccccc3s2)cc1
#6 O=c1c2ccccc2oc2ccc(NCCCn3ccnc3)cc12
#7 CCn1cc(C2=NOC(C(=O)Nc3cc(OC)c(Cl)cc3OC)C2)c(C)n1 (configuration not stated)
#8 CN(CC(=O)Nc1ccc(Cl)c(C(F)(F)F)c1)C(=O)CCNC(=O)c1ccco1
#9 CCOC(=O)C1CCCN(CCC(=O)Nc2c(C(=O)OC)[nH]c3cc(OC)ccc23)C1 (configuration not stated)
#10 CCC(CO)Nc1ccn2nc(-c3cccs3)cc2n1 (configuration not stated)

Assay by compound,1,2,3,4,5,6,7,8,9,10
EPAC2 ag,7%,5%,-1%,3%,-2%,7%,-4%,2%,-4%,13%
PTHR1 ag,-20%,-18%,-11%,-19%,i,-54%[inhibitor],-4%[57.5 µM],i,-2%[57.5 µM],-53%[inhibitor]
EPAC1 antag,-21%,-6%,10%,0%,0%,-9%,8%,-4%,10%,-13%
EPAC2 antagonist,-3%,4%,-8%,0%,0%,-6%,13%,7%,7%,7%
EPAC1 ag,0%,-1%,-5%,9%,6%,3%,-3%,-7%,-1%,-3%
aSyn rescue,-6%,1%,6%,0%,-4%,-1%,9%,0%,0%,-1%
FUS yeast rescue,33%,22µM*,-5%,8%&3%,2%,21%,12%,0%,12%,-5%
TDP43 rescue,0%,27%,8%,4%&0%,20%,5%,-17%,12%,10%,15%

A draw from above in order of formula weight, lowest first.
#10 CCC(CO)Nc1ccn2nc(-c3cccs3)cc2n1 (configuration not stated)
#5 COc1ccc(/C=N/OCC(=O)Nc2nc3ccccc3s2)cc1
#4 Cc1cccc(CS(=O)(=O)Cc2ccc(C(=O)NCCc3ccccc3)o2)c1
#3 O=C(/C=C/c1ccc(Cl)c([N+](=O)[O-])c1)Nc1ccc(N2CCCC2)c(Cl)c1
#9 CCOC(=O)C1CCCN(CCC(=O)Nc2c(C(=O)OC)[nH]c3cc(OC)ccc23)C1 (configuration not stated)
#8 CN(CC(=O)Nc1ccc(Cl)c(C(F)(F)F)c1)C(=O)CCNC(=O)c1ccco1

Assay by compound,10,5,4,3,9,8
EPAC2 ag,13%,-2%,3%,-1%,-4%,2%
PTHR1 ag,-53%[inhibitor],i,-19%,-11%,-2%[57.5 µM],i
EPAC1 antag,-13%,0%,0%,10%,10%,-4%
EPAC2 antagonist,7%,0%,0%,-8%,7%,7%
EPAC1 ag,-3%,6%,9%,-5%,-1%,-7%
aSyn rescue,-1%,-4%,0%,6%,0%,0%
FUS yeast rescue,-5%,2%,8%&3%,-5%,12%,0%
TDP43 rescue,15%,20%,4%&0%,8%,10%,12%

(more compounds)
#11 COC(=O)c1c(O)ccc(Oc2ccccc2)c1C(=O)OC
#12 Cc1cccc(C)c1NC(=O)C1(C)CSCC(=O)N1CCc1ccccc1F (configuration not stated)
#13 O=[N+]([O-])c1ccc(S(=O)Cc2ccccc2)c([N+](=O)[O-])c1 (configuration not stated)
#14 CC(=O)NC(NC(=S)Nc1ccc(C)cc1C)C(Cl)(Cl)Cl (configuration not stated)
#15 CCOc1ccc(/C(O)=C2/C(=O)C(=O)N(Cc3cccnc3)C2c2ccc(N(C)C)cc2)c(C)c1 (configuration not stated)
#16 CCOc1ccccc1NC(=O)COC(=O)C1CC1
#17 COc1ccc(NC(=O)CN(C)C(=O)c2cc(C)on2)cc1
#18 Cc1ccccc1CN1[C@@H](C(C)C)COCCS1(=O)=O
#19 CCOc1ccc(CCNC(=O)c2ccc(N3CCCC3=O)cc2)cc1OCC
#20 CC1CCC2C(=O)N(c3ccccc3OC(=O)c3ccccc3F)C(=O)C2C1 (configuration not stated)

Assay by compound,11,12,13,14,15,16,17,18,19,20
EPAC2 ag,0%,-4%,12%,-9%,12%,5%,2%,1%,-8%,6%
PTHR1 ag,-15%,-12%,-94%[inhibitor],?,-5%[57.5 µM],i,i,-19%,-2%,4%
EPAC1 antag,0%,-2%,-29%,-13%,-2%,?,-3%,-14%,3%,-18%
EPAC2 antagonist,4%,6%,-6%,-12%,-3%,9%,5%,-16%,6%,5%
EPAC1 ag,1%,1%,3%,-12%,-1%,10%,2%,-2%,-1%,2%
aSyn rescue,?,-7%,-72%[inhibitor],0%,-2%,2%,2%,14%,-1%,4%
FUS yeast rescue,.,7%,.,-17%,18%,2%,-1%,-8%,-3%,23%
TDP43 rescue,14%,24%,?,10%,-13%,1%[9.22 µM],-15%,8%,22%,-3%

#21 CCN(CC)C(=O)N1c2ccccc2C=Cc2ccccc21
#22 CN(C)c1ccc(-c2noc(C3CCN(C(=O)Nc4ccc(Cl)cc4)CC3)n2)cc1
#23 CC(C)C[C@@H](CNCC(=O)[C@H](C)NC(=O)c1[nH]cnc1C(=O)N[C@@H](C)CN)NC(=O)c1nc[nH]c1C(=O)N[C@@H](Cc1ccccc1)C(=O)O
#24 Cc1ccc(C(=O)NC(C)c2ccc3c(c2)OCO3)s1 (configuration not stated)
#25 CC(C)NC(=O)COc1ncnc2sccc12
#26 COCC1CCN(C(=O)CCc2nnc(C3(c4ccc(Cl)cc4)CCC3)o2)C1 (configuration not stated)
#27 CCOC(=O)[C@]12CCC=C1N(Cc1ccco1)C(=O)[C@H](CC(=O)NCCCN1CCCC1=O)C2
#28 CCOC(=O)[C@H]1[C@H]2COc3cc(OC)ccc3[C@@H]2N2C(=O)N(c3cccc(Cl)c3)C(=O)[C@@]12C
#29 COc1ccc2c(Cl)c(C(=O)NCc3ccco3)sc2c1
#30 CC1(C)COC(c2cc3c(cc2Br)OCO3)OC1

Assay by compound,21,22,23,24,25,26,27,28,29,30
EPAC2 ag,4%,9%,2%,5%,12%,-1%,6%,20%,6%,6%
PTHR1 ag,-59%[inhibitor][57.5 µM],-26%,-35%[inhibitor],-30%[inhibitor],i,-20%,-6%,-7%,i,i
EPAC1 antag,1%,3%,-12%,-7%,2%,4%,-14%,-13%,8%,-1%
EPAC2 antagonist,-4%,0%,13%,-5%,8%,10%,9%,0%,9%,-2%
EPAC1 ag,-9%,12%,-11%,-7%,5%,9%,-3%,9%,14%,-2%
aSyn rescue,5%,9%,2%,12%,12%,8%,-8%,2%,-3%,4%
FUS yeast rescue,10%,-6%,14%,5%,11%,10%,24%,42%,31%,6%
TDP43 rescue,21%,-3%,11%,0%,-13%,19%,16%,16%,-12%,-16%

#31 COc1ccc(C2=CCCCCC2)c(OC)c1OC
#32 NC(=O)C1CCN(C(=O)N2c3ccccc3Sc3ccccc32)CC1
#33 CCOCCC(=O)Nc1nnc(CCc2ccccc2)s1
#34 O=c1c2ccccc2[nH]c(=S)n1CCCN1CCC(Cc2ccccc2)CC1
#35 CN(C)S(=O)(=O)c1ccc(Cl)c(NC(=O)COC(=O)c2ccc(O)cc2)c1
#36 CC(NC(=O)c1ccco1)C(=O)N1CCN(c2cccc(Cl)c2)CC1 (configuration not stated)
#37 O=C(OCC(=O)N1CCN(c2ccccc2)CC1)c1ccccc1OC(F)F
#38 CN(CCc1ccccc1)C(=O)c1cc(COc2ccc(F)cc2Cl)on1
#39 CCc1ccccc1Nc1nc(N)nc(CSCC(=O)c2cc(C)n(C)c2C)n1
#40 Cc1nc(-c2ccc(S(=O)(=O)N3CCN(c4ccccc4F)CC3)cc2)co1

Assay by compound,31,32,33,34,35,36,37,38,39,40
EPAC2 ag,-4%,3%,5%,7%,3%,4%,1%,10%,-1%,.
PTHR1 ag,i,i,-44%[inhibitor],-7%,-43%[inhibitor],-95%[inhibitor],-9%,-17%,-13%[57.5 µM],-18%
EPAC1 antag,-22%,-2%,-1%,-2%,-5%,4%,3%,7%,8%,.
EPAC2 antagonist,?,7%,0%,-4%,3%,-4%,5%,-15%,2%,.
EPAC1 ag,0%,-1%,5%,6%,5%,-6%,5%,-3%,5%,.
aSyn rescue,10%,9%,-5%,8%,2%,29%,0%,0%,-5%,4%
FUS yeast rescue,11%,?,-10%,-14%,7%,-7%,12%,37%,43%,0%
TDP43 rescue,18%,-7%,4%,16%,-2%,20%,12%,?,-5%,27%

#41 Cc1ccnc(NC(=O)c2ccc(S(=O)(=O)N3CCCCCC3)cc2)c1
#42 CCOC(=O)C1CCN(S(=O)(=O)c2ccc3c(c2)CC(C)N3C(=O)C2CCC2)CC1 (configuration not stated)
#43 COc1cc(C(=O)N2CCN(C/C=C/c3ccccc3)CC2)cc(OC)c1C
#44 CC(=O)NC12CC3CC(C1)CC(C(=O)Nc1cccc(S(=O)(=O)N4CCCCCC4)c1)(C3)C2
#45 O=C(COc1ccccc1)c1ccccc1
#46 O=C(C1=C[C@H](C2CC2)C[C@H](OCCCCO)O1)N1CCN(Cc2ccc3c(c2)OCO3)CC1
#47 COCCCn1c(C)nnc1SCC(=O)NNC(=O)COc1ccc(Cl)cc1
#48 CCc1nc(N2CCN(C(C)=O)CC2)c(C#N)c2c1COC(C)(C)C2
#49 CCCCN1C(=O)C(CC(=O)NCCCN(C)C)CC(C(=O)N(CC)CC)=C1C (configuration not stated)
#50 COc1ccccc1NC(=O)CCS(=O)(=O)c1ccc2c(c1)NC(=O)C(C)S2 (configuration not stated)

Assay by compound,41,42,43,44,45,46,47,48,49,50
EPAC2 ag,7%,16%,4%,0%,-2%,17%,0%,2%,3%,7%
PTHR1 ag,-22%,-48%,-18%,i,-22%,-20%,i,i,-31%[inhibitor],i
EPAC1 antag,0%,-10%,8%,1%,0%,10%,4%,3%,-12%,-27%
EPAC2 antagonist,-9%,-11%,-9%,0%,-14%,8%,2%,-1%,0%,2%
EPAC1 ag,4%,7%,8%,12%,-2%,-7%,-4%,5%,9%,-2%
aSyn rescue,21%,10%,8%,6%,2%,0%,-1%,1%,0%,0%
FUS yeast rescue,22%,34%,13%,.,14%,-4%,5%,-5%,-27%,-8%
TDP43 rescue,17%,?,-19%,8%,1%,15%,-6%,4%,0%,5%
